mIAP block = blocks mouse intestinal alkaline phosphatase. purified mouse IAP, CDP-Star luminescence, 30 min. inhibition, % at 10 µM. actives 0.2% (n = 330,000). AID 2806;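 active means inhibition of at least 40% at 10 µM in the primary screen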;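 further: plate controls were DMSO with enzyme for no effect and no enzyme wells for full effect; values of inactives mirror those of a sister screen read the other way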
hIAP inh = human IAP inhibition; P09923; purified IAP, CDP-Star luminescence, 30 min; inhibition, % at 10 µM; actives 0.12% (n = 330,000);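 active means inhibition reaching a set limit with compound at 10 µM in the primary screen, cut at about 35% in these data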;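 further: plate controls were DMSO wells with enzyme for no effect and no-enzyme buffer wells for full effect; values of inactives mirror those of a sister screen read the other way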
Target sequence (P09923 whole entry, looked up): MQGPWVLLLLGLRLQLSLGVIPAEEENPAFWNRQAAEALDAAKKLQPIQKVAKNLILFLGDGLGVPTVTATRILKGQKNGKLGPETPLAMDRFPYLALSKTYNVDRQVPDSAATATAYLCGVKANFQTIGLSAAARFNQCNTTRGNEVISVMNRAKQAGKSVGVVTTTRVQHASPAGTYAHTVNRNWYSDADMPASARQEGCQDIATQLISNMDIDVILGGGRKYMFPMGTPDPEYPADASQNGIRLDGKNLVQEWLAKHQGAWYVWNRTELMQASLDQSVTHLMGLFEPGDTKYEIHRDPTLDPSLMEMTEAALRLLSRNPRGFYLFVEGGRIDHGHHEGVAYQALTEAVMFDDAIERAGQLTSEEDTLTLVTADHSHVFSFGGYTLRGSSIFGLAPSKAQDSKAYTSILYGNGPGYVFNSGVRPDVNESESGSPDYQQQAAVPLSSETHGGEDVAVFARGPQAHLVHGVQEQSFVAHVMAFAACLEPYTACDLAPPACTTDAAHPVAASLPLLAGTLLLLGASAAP
hIAP act = increases human intestinal alkaline phosphatase activity | purified human IAP, CDP-Star luminescence, 30 min; stronger effect = higher value; 1 = vehicle-only enzyme, 0 = enzyme-free background | activation factor at 10 µM | actives 0.16% (n = 330,000) | AID 2524;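 active means activation factor of the enzyme at least 2-fold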; further: the source names both 10 and 20 µM as test concentration; values of inactives mirror those of a sister screen read the other way
mIAP activ = increases mouse intestinal alkaline phosphatase activity | muIAP, CDP-Star luminescence, 30 min; stronger effect = higher value; 1 = vehicle-only enzyme signal, 0 = enzyme-free wells | activation factor at 10 µM | actives 0.24% (n = 330,000);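 active means activation factor of at least 2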; further: the source names both 10 and 20 µM as test concentration; values of inactives mirror those of a sister screen read the other way
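Assay system: mouse IAP enzyme; Reagent: CDP-Star chemiluminescent phosphatase substrate; Compound: DMSO-dissolved test compounds; Incubation: 30 min, room temperature; Technique: luminescence from enzymatic CDP-Star hydrolysis; Controls: DMSO-only wells and no-enzyme negative control.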
beta cell repl = MIN6 beta-cell proliferation induction; MIN6 cells proliferation, ATPlite luminescence, 48 h; cells starved in 0.2% serum; 100% = growth in 10% serum; proliferation, % at 10 µM; actives 0.29% (n = 330,000);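 active means compounds whose signal lies at least 3.5 SD above the mean of all wells on their plate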;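 further: 0% = DMSO-treated cells in low-serum medium and 100% = 10% serum control; some compounds called inactive have numbers as strong as hits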
MPTP inh = inhibitors of mitochondrial permeability transition pore; inhibition, % at 10 µM; AID 602449; isolated mouse mitochondria, Ca2+ swelling absorbance, 30 min; actives 1.4% (n = 360,000);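 active means inhibition of 50% or more, scaled per plate between neutral and stimulator controls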;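 further: 0% = DMSO wells given calcium and 100% = 1 mM EGTA wells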
GRIN3A LBD mod = modulators (binders) of human NR3A ligand-binding domain; NR3A LBD differential scanning fluorimetry, Tm shift; 0% = protein alone, 100% = glycine-bound protein; Tm shift relative to glycine control, % at 25 µM; actives 2.5% (n = 340,000);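 active means melting temperature shift of at least 10% of the positive control shift, at one fixed dose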
APOBEC3A inh = human APOBEC3A DNA deaminase inhibition; P31941; recombinant A3A, FAM/TAMRA ssDNA deamination fluorescence; inhibition, % at 20 µM; actives 0.41% (n = 330,000);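 active means at least 40% inhibition at 20 µM here, with at most 30% in a related deaminase screen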;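 further: plate controls were A3A with DMSO for no effect and wells lacking A3A enzyme for full effect; some results filed as inactive read as strong as hits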
APOBEC3G inh = inhibitors of human APOBEC3G DNA deaminase. inhibition, % at 20 µM. actives 0.28% (n = 330,000). AID 493012. recombinant A3G, ssDNA deamination FAM/TAMRA fluorescence;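 active means inhibition of at least 40% at 20 µM, with no more than 30% in the related APOBEC3A deaminase screen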;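 further: plate controls were DMSO wells with A3G for no effect and wells lacking A3G enzyme for full effect; some compounds called inactive have numbers as strong as hits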
Target sequence (Q9HC16 whole entry, looked up): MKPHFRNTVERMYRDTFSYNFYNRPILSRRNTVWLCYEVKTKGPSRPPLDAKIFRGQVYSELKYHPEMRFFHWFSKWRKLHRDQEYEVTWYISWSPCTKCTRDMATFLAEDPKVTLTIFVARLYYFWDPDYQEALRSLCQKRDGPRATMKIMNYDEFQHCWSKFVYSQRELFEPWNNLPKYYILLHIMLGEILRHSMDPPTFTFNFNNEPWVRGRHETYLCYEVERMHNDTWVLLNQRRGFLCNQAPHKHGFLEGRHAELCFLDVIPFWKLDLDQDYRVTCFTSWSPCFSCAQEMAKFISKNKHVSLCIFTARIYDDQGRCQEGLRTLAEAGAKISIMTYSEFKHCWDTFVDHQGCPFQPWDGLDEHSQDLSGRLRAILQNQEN
* hit, by the source's call; / = not tested or not shown. Rows are unselected, and some 5% of all compounds hit somewhere here.

structure	mIAP block	hIAP inh	hIAP act	mIAP activ	beta cell repl	MPTP inh	GRIN3A LBD mod	APOBEC3A inh	APOBEC3G inh
NC(=O)c1c(NC(=O)c2ccc(F)cc2)sc2c1CCC2	10.8	36.6*	0.634	0.892	0.2	0.7	-1.2	3.1	-2.2
CCCCC(=O)Nc1cc(Cl)ccc1C(=O)O	-8.1	8.5	0.915	1.08	-1.4	0.3	-2.4	-0.1	-10.5
O=C(Nc1c(F)cc(F)cc1Br)c1cc(-c2ccccc2)on1	1.8	10.1	0.899	0.982	-2.4	0.7	-0.5	5.6	-3.8
Cc1nc(C)n(C(Oc2ccc(Cl)cc2Cl)C(=O)C(C)(C)C)n1 (stereo unspecified)	-5.8	-26.1	1.26	1.06	-0.8	0.5	-0.2	-1.2	-4.5
COc1ccc(N2CCN(C(=O)C3CCN(S(=O)(=O)c4ccc5c(c4)oc(=O)n5C)CC3)CC2)cc1	-0.2	-2.5	1.02	1	0.8	-1.1	3.6	-2.4	2.9
CCn1c(COc2ccccc2)nnc1SCC(=O)NCc1ccco1	2.0	-11.0	1.11	0.98	-1.7	-0.3	-2.8	-2.7	-9.3
COc1ccccc1NC(=O)COC(=O)CC(C)(C)CC1=NS(=O)(=O)c2ccccc2N1	-4.1	-27.7	1.28	1.04	1.1	1.4	2.0	-5.1	-1.2
CC(C)(C)OC(=O)[C@H](Cc1ccccc1)NC(=O)c1nc[nH]c1C(=O)N1CCc2ccccc2C1	34.5	-29.1	1.29	0.655	-6.4	0.6	1.2	-1.6	-13.5
CCCCn1c(N)c(N(CC)C(=O)CSCc2c(C)noc2C)c(=O)[nH]c1=O	-6.2	2.2	0.978	1.06	-0.5	0.7	1.9	5.1	-8.3
O=C1CC(C(=O)Nc2ccc(Br)cc2)C2(CCCC2)O1 (stereo unspecified)	3.7	16.7	0.833	0.963	-4.2	/	/	3.4	-1.4
COc1ccc(SCCc2nnc(-c3ccccc3)o2)cc1	-2.2	16.5	0.835	1.02	-0.4	1.3	-2.4	2.3	2.9
O=C(CO/N=C/c1cccc([N+](=O)[O-])c1)NC1CCCCC1	8.8	7.7	0.923	0.912	-1.9	2.5	9.0	-8.8	-12.1
Cc1ccc(C(=O)N2Cc3ccccc3CC2C(=O)O)cc1 (stereo unspecified)	-11.6	-9.0	1.09	1.12	0.3	-0.1	2.2	0.9	-4.0
CCC(NC(=S)NCc1ccc(F)cc1)c1ccc(C(C)C)cc1 (stereo unspecified)	-314.7	10.1	0.899	4.15*	-7.4	78.7*	9.5	-0.6	-3.8
NC(=O)C1CCN(CCCNC2CC(=O)N(Cc3ccc(N4CCCC4=O)cc3)C2=O)CC1 (stereo unspecified)	6.2	14.6	0.854	0.938	0.4	-2.1	-0.6	-1.0	-1.8
COC(=O)C1=C(C)NC(C)=C(C(=O)OC)C1C1CC=CCC1 (stereo unspecified)	-22.5	-7.3	1.07	1.23	-2.0	-1.1	-1.4	-5.4	-7.5
COc1ccc(-c2ccc([C@H]3[C@@H]4C=CCC[C@@]4(C)C(=O)N3Cc3ccccc3)c(F)c2)cc1	-12.0	4.1	0.959	1.12	-7.9	0.3	2.1	-0.1	-7.4
CC1CCCCC1NC(=O)CO/N=C/c1ccccc1OC(F)F (stereo unspecified)	-2.4	-2.2	1.02	1.02	-2.4	2.2	-1.0	-4.8	-6.6
O=C(O)CCCC(=O)Nc1ccccc1C(=O)N1CCOCC1	3.1	-3.5	1.03	0.969	0.3	-2.0	-4.1	-4.9	-7.4
CCN(CC)CC(=O)Nc1c2c(nc3ccccc13)N(C)CC2	-6.8	14.1	0.859	1.07	-2.4	0.1	0.7	-6.3	-4.5
Cc1ccc(NC(=O)CN2C(=O)CN(C)C2=O)cc1S(=O)(=O)N1CCCCC1	4.4	2.5	0.975	0.956	-3.7	0.2	-0.8	-1.4	-2.5
COc1cccc(C(=O)OCC(=O)NC(=O)NC2CCCC2)c1O	-5.4	6.2	0.938	1.05	-0.6	-1.0	-0.7	-0.8	-1.0
CC(=O)Cn1c(C(F)(F)F)nc2ccccc21	-0.3	3.9	0.961	1	-4.8	-0.4	0.1	-2.5	-5.3
N#CC1=C(N)C2=C(N3CCCCC3)CCCC2C1(C#N)C#N (stereo unspecified)	23.2	-1.7	1.02	0.768	3.8	1.6	-8.6	0.1	-8.2
COC(=O)c1sccc1NC(=O)c1cc(OC)cc(OC)c1	11.0	2.4	0.976	0.89	-0.9	1.4	3.2	-1.4	-2.0
O=C(O)c1ccc(CSc2nnc(-c3ccc(Cl)cc3)o2)cc1	4.0	-26.3	1.26	0.96	-2.1	0.1	-2.4	-2.1	-6.8
CN1/C(=C/C(=O)C2CCC2)Sc2ccccc21	8.2	-5.1	1.05	0.918	-4.2	-1.2	1.4	-7.8	-3.9
Cc1ccccc1CC(=O)NCC1CCCCC1	-1.9	-8.4	1.08	1.02	-3.0	0.1	0.4	-3.7	-6.1
Cc1occc1C(=O)NCCCCc1ccccc1	0.6	-12.7	1.13	0.994	-1.9	-1.0	-0.1	1.9	-2.8
COc1cc(OC)cc(C(=O)Nc2ccc3c(c2)OCCO3)c1	-1.9	-16.5	1.17	1.02	-3.1	1.4	0.0	-3.9	-9.4
COC(=O)C1C(=O)C=C(Nc2ccc(F)cc2)CC1c1ccc(OC)cc1 (stereo unspecified)	-7.2	-8.0	1.08	1.07	0.0	14.4	1.9	-2.1	-5.1
C/C(=N/NC(=O)CNC(=O)c1ccccc1)c1ccc(C)cc1	-1.3	-29.3	1.29	1.01	-2.5	1.2	0.6	-2.6	-6.2
CCOC(=O)CSc1nc2ccc(N3CCOCC3)cc2c(=O)n1Cc1ccc2c(c1)OCO2	38.5	14.1	0.859	0.615	-5.1	/	/	6.1	14.0
Cc1cc(=O)[nH]c2cc(Cl)ccc12	-2.7	4.9	0.951	1.03	-3.0	0.0	0.7	-2.6	-2.1
COc1ccc(/C=C(\NC(=O)c2ccco2)C(=O)N2CCCCC2)cc1	2.4	-0.4	1	0.976	0.0	0.6	-3.4	0.7	-9.7
CCOC(=O)N1CCN(CCC(=O)Nc2cc(C)ccc2OC)CC1	3.1	7.8	0.922	0.969	-4.0	-0.2	0.0	1.0	-10.4
COc1cc(C2CC(c3c(C)cc(C)[nH]c3=O)=NN2c2ccccc2F)cc(OC)c1OC (stereo unspecified)	-79.9	-48.7	1.49	1.8	1.9	-0.8	-4.7	2.7	-2.1
CCCn1nnc(NC(=O)c2ccc(Cl)cc2Cl)n1	2.4	8.9	0.911	0.976	-1.7	-0.9	1.0	0.9	1.7
O=C(COC(=O)c1ccc(Cl)s1)c1cc2ccccc2o1	3.2	8.4	0.916	0.968	-2.5	3.3	-4.4	-3.9	-4.6
O=C(CCc1ccc(S(=O)(=O)N2CCOCC2)cc1)OCc1nc2ccccc2s1	1.3	3.0	0.969	0.987	-1.5	1.4	2.7	-0.4	-3.2
c1ccc(-c2ccccc2OCCCCN2CCCCCC2)cc1	0.1	-5.3	1.05	0.999	-6.2	11.4	-2.4	0.2	-2.8
Cc1nn(-c2ccccc2)c(C)c1CN	-8.1	-0.2	1	1.08	2.6	-0.1	-0.3	2.0	-3.9
Cc1ccc(CN(Cc2cccnc2)C(=O)CN2C(=O)COc3ccccc32)o1	-3.2	5.4	0.946	1.03	-1.6	-1.7	2.8	-3.0	-4.5
CCN1C(=O)c2cccc3c(S(=O)(=O)NCc4ccccc4)ccc1c23	-3.7	-1.6	1.02	1.04	-1.7	-0.2	1.4	0.2	-5.8
CCOC(=O)c1cn(CC(=O)Nc2cccc(Cl)c2)nn1	-3.5	4.3	0.957	1.03	-0.4	2.2	-0.4	-0.6	-1.2
CC(NC(=O)CC1SC(N)=NC1=O)c1ccccc1 (stereo unspecified)	-0.1	-48.0	1.48	1	-3.2	0.6	-0.2	-9.2	-5.3
O=C(NC1Cc2ccccc2C1)c1cc(COc2ccc(F)cc2Cl)on1	2.6	-1.1	1.01	0.974	-0.8	7.5	1.7	0.8	-4.1
O=C(NCc1ccc(F)cc1F)Nc1cnccc1C(F)(F)F	4.7	-6.7	1.07	0.953	0.4	0.7	-0.2	-4.9	-9.6
COc1ccc(NC(=O)COc2nc3ccccc3nc2N2CCOCC2)c(OC)c1	-1.1	-1.4	1.01	1.01	-1.4	-0.8	-0.7	3.9	-4.2
CCOC(=O)Cn1c(=O)oc2cc(S(=O)(=O)N(C)c3cccc(C)c3)ccc21	-0.4	4.0	0.96	1	0.8	1.6	3.6	7.5	-2.0
CCCc1c(O)nc(SC2CC(=O)N(c3cc(OC)ccc3OC)C2=O)[nH]c1=O (stereo unspecified)	9.1	0.7	0.993	0.909	-1.7	-1.8	0.3	-0.2	-2.5
O=C1N/C(=C/c2ccc(N3CCOCC3)o2)C(=O)N1c1cccc(Cl)c1	8.5	-19.4	1.19	0.915	1.0	6.9	-2.6	-3.4	-1.4
CCOC(=O)C1CCCN(CCC(=O)Nc2ccc(F)c(F)c2)C1 (stereo unspecified)	1.2	18.3	0.817	0.988	-2.5	1.7	/	-3.9	-7.0
Cc1ccc(NC(=O)C2CCN(c3ncnc4sc(C)c(C)c34)CC2)cc1S(=O)(=O)N(C)C	-24.5	-1.6	1.02	1.25	-2.3	-1.4	1.2	13.5	-9.4
COc1ccc(CCNS(=O)(=O)c2cc3c4c(c2)CCN4C(=O)CC3)cc1	-4.4	17.1	0.829	1.04	-0.8	-0.6	-0.3	0.7	1.2
O=C(Cn1cc([N+](=O)[O-])cn1)NC1CCCCCC1	-1.7	-2.3	1.02	1.02	-1.5	-2.0	1.3	1.9	-0.6
CCN(CC)S(=O)(=O)c1cccc(NC(=O)CCNC(=O)NC23CC4CC(CC(C4)C2)C3)c1	-25.2	-2.1	1.02	1.25	-6.4	-1.8	-2.8	10.4	-10.0
Nc1c(Cl)cnc(C(Cl)(Cl)Cl)c1Cl	-0.4	-5.3	1.05	1	-2.3	11.4	0.8	-0.9	-6.2
Cc1ccc(CNC(=O)CCCC(=O)Nc2cc(C)on2)cc1	-4.7	-9.2	1.09	1.05	-4.5	-2.3	-0.1	-1.1	-3.5
COc1ccc(S(=O)(=O)Nc2ccc(-c3ccc(N4CCCC4)nn3)cc2)cc1C	1.6	6.2	0.938	0.984	1.4	-1.9	-8.1	-1.9	-11.7
COc1ccc(CCC(=O)N2CCN(S(=O)(=O)c3ccc4ccccc4c3)CC2)cc1	-4.9	8.6	0.914	1.05	-1.8	-6.6	1.4	3.3	-3.9
O=C(NC1CCCCC1)N(Cc1cc2cc3c(cc2[nH]c1=O)OCCO3)CC1CCCO1 (stereo unspecified)	-10.5	-28.1	1.28	1.1	-2.1	-0.3	-2.1	1.1	-1.8
COc1ccc(S(=O)(=O)NCCSCc2ccc(Cl)cc2)cc1NC(C)=O	3.8	14.8	0.852	0.962	-4.0	3.8	-1.9	-2.6	-3.6
